Source: PubChem BioAssay
PfGluPho inh – PfG6PD (Plasmodium falciparum) enzyme inhibition | PfGluPho enzyme, NADPH resazurin-diaphorase fluorescence | inhibition, % at 20 µM | actives 0.78% (n = 350,000) | AID 504690;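 active = inhibition reaching at least a set limit at 20 µM in the primary screen, cut at about 59% in these data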;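 note: 0% = DMSO wells with substrate and 100% = DMSO wells lacking glucose-6-phosphate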
ATG4B inhibitor – ATG4B (human) cysteine protease inhibition. inhibition, % at 8.33 µM. AID 504462. actives 0.51% (n = 340,000). ATG4B cleavage of LC3-PLA2, NBD-HPC fluorescence, 1 h; in the data active = inhibition above about 40%
HKDC1 inh – HKDC1 (human) hexokinase inhibition | actives 0.16% (n = 340,000) | AID 493160 | recombinant HKDC1, G6PDH/diaphorase resazurin coupled fluorescence | Q2TB90 | inhibition, % at 20 µM;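 active = inhibition above about 35% when tested at 20 µM, limit read from the data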;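 note: plate controls were DMSO wells with enzyme for no effect and DMSO wells lacking enzyme for full effect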
Target sequence (Q2TB90 whole entry, looked up): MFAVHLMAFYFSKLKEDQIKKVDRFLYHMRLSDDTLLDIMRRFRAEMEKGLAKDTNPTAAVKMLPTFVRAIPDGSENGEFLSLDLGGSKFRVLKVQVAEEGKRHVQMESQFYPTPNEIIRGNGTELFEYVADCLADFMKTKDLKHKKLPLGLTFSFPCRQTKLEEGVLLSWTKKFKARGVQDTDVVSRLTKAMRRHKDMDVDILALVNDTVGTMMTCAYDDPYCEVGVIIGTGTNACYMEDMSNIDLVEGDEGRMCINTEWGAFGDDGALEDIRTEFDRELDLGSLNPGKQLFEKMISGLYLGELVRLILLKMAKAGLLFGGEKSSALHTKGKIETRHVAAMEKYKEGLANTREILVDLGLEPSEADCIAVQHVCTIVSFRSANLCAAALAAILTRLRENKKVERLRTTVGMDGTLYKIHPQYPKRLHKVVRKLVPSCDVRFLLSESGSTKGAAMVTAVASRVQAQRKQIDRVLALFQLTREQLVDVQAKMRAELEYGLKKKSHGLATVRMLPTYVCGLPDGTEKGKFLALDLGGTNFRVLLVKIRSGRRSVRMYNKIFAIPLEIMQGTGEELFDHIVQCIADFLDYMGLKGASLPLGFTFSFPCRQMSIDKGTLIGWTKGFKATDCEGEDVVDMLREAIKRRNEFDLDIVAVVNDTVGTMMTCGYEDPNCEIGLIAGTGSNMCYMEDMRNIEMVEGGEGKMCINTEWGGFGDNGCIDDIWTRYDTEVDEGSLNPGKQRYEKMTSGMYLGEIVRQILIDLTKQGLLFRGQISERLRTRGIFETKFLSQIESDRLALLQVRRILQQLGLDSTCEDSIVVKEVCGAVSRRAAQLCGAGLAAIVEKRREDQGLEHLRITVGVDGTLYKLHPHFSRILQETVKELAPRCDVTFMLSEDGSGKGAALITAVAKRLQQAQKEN
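System: Recombinant HKDC1 hexokinase | Amount: HKDC1 at 5 µg/mL | Reagent: Glucose with 1 mM ATP | Doses: Single 20 µM dose | Incubation: Reaction time 90 min, room temperature, protected from light | Signal: Coupled resazurin fluorescence, excitation 525 nm, emission 613 nm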
* marks the source's active call; other numbers are inactive results; & = joins results of further samples.

ATG4B inhibitor,HKDC1 inh,PfGluPho inh,SMILES
-8,3,-8,Cc1cc(Br)ccc1OCc1nnc(-c2ccccc2)o1
5,-9,12,O=C(Cc1ccccc1)NN=C1CCCC1
-5,-4,17,Cc1cc(C)c2c(c1C)C(=O)CCC2
-2,5,13,CCN1CCc2c(C#N)c(N3CCOCC3)nc(NCc3ccccc3)c2C1
1,-4,15,COc1ccc(CC2(c3ccccc3)NC(=O)NC2=O)cc1 (stereo not given)
-3,-2,0,CCc1nc(SCC(=O)Nc2nnc(C(C)C)s2)n[nH]1
6,0,-30,O=C(O)c1ccc(C=NN=Cc2ccco2)cc1
3,-6,-8,CCOc1nc(-c2ccccc2)ccc1-c1noc(-c2ccc(OC)c(OC)c2)n1
5,0,-1,O=C(CSc1nnc(SCC(=O)NCc2ccc3c(c2)OCO3)s1)NCc1ccc2c(c1)OCO2
-1,-7,-19,Cc1cc(C)c(C(=O)CC(=O)c2cccnc2)c(C)c1
0,5,29,O=C(/C=C/c1ccccc1)CCN1CCOCC1
11,16,-1,CCOC(=O)Nc1cc2c(c(N)n1)N=C(c1ccccc1)CN2
10,4,-14,O=c1[nH]nc(SC2CCCCC2)c(=O)[nH]1
-7,23,0,C=CCOc1ccc(Br)cc1/C=C1/SC(=Nc2ccc(C(=O)O)cc2)NC1=O
0,-4,-4,C=CCn1cnc2c(c1=O)c1nc3ccccc3nc1n2/N=C/c1cccc(OC)c1

Among those listed so far, 4 have sulfur.
ATG4B inhibitor,HKDC1 inh,PfGluPho inh,SMILES
-3,-2,0,CCc1nc(SCC(=O)Nc2nnc(C(C)C)s2)n[nH]1
5,0,-1,O=C(CSc1nnc(SCC(=O)NCc2ccc3c(c2)OCO3)s1)NCc1ccc2c(c1)OCO2
10,4,-14,O=c1[nH]nc(SC2CCCCC2)c(=O)[nH]1
-7,23,0,C=CCOc1ccc(Br)cc1/C=C1/SC(=Nc2ccc(C(=O)O)cc2)NC1=O

(more compounds)
ATG4B inhibitor,HKDC1 inh,PfGluPho inh,SMILES
-1,-5,-5,COC(=O)[C@@H](Cc1ccccc1)NC(=O)CC[C@H]1O[C@@H](n2cc(C)c(=O)[nH]c2=O)C[C@@H]1O
15,4,30,CCc1c(C)[nH]c(C(=O)OCc2ccccc2)c1C
-2,-34,-31,Oc1ccc(C=NNC(=S)Nc2ccc(F)cc2)c(O)c1
-2,-1,-3,O=C1Cc2ccccc2C(=O)N1Nc1ccccc1
-12,-10,-5,CC(C)C(NC(=O)C1(NC(=O)OCc2ccccc2)CCCC1)C(=O)O (stereo not given)
-1,-7,-1,Cc1cn(CC(=O)NCCCn2ccnc2)c(=O)[nH]c1=O
-4,-6,-5,CC(=O)N(c1ccccc1C)c1ccccc1C
-3,-7,-12,CS(=O)(=O)N1CCCCC1CCN1CCCCC1 (stereo not given)
-2,6,18,COc1ccc(Nc2nc(=O)c3cc([N+](=O)[O-])ccc3s2)cc1
-2,-2,11,C#CCOCCOCCOCCNc1nc(N2CCOCC2)nc(N2CCN(C(=O)[C@H](C)n3cc(CCC(=O)O)nn3)CC2)n1
8,5,-12,O=C(O)CCCN1C(=O)/C(=C\c2ccco2)SC1=S
3,8,-6,Cc1ccc(CSCc2nc3ccccc3[nH]2)cc1
2,24,122*,Nc1nc(Sc2ccc([N+](=O)[O-])c3nonc23)c2[nH]cnc2n1
-5,0,-21,Cc1cc2ccccc2nc1SCC(=O)NC1CCCC1
2,8,-1,N#C/C(=C/c1ccc(-c2ccc([N+](=O)[O-])cc2)o1)c1nnc(N2CCOCC2)n1-c1ccccc1
-10,-2,0,Cc1cccc(N=C2CCCC2C(=O)Nc2cccc(C)c2C)c1C (stereo not given)
4,-3,-2,CN(CCc1ccccc1)C(=O)c1ccc(NC(=O)Cc2ccc(NC(=O)C3CCCN(S(=O)(=O)c4cccc([N+](=O)[O-])c4)C3)cc2)cc1 (stereo not given)
0,-1,-1,CC(=O)OC1CCC2C3CCC4OC(=O)CCC4C3CCC12C (stereo not given)
9,3,5,CCCCc1c(C)nc2nc(SCc3ccc(Cl)cc3)[nH]n2c1=O
-4,-1,-33,Cc1c(C(=O)OCC(O)=C(C#N)c2nc3ccccc3[nH]2)oc2ccc(Br)cc12
2,-2,-7,CN(C)c1nc(-c2cccnc2)nc(-c2ccccc2)c1C#N
9,-5,-2,CN1CCc2c(sc3c2c(=O)n(-c2ccccc2)c2nnc(SCc4ccc(F)cc4)n32)C1
4,16,53,O=C1c2cccc(NCCCNCCO)c2C(=O)c2cccc(NCCCNCCO)c21
-11,-1,6,O=C(/C=C/c1ccccc1)Nc1cccc(C(=O)NCCCc2ccccc2)c1
5,1,-3,COc1cc(/C=C(\C#N)c2nc3ccccc3s2)ccc1OCC(=O)Nc1ccccc1
-12,0,7,CCN1CCN(c2ncc3c(n2)CC(c2cc(OC)c(OC)c(OC)c2)CC3=O)CC1 (stereo not given)
-5,-21,-5,CCNC1(C(N)=O)CCN(Cc2ccccc2)CC1
0,2,13,O=C(Nc1ccc2c(c1)nc1n2CCN(C2CCCCC2)C1)c1ccco1
-9,-6,64*,O=c1[nH]c(=O)c2[nH]c(=S)n(-c3ccccc3)c2[nH]1
-4,-3,-12,Clc1ccc(-c2ccnc3nc(N4CCOCC4)nn23)c(Cl)c1
-18,2,10,C=CCN(c1ccccc1OC)S(=O)(=O)c1cccc(C(=O)OCC(=O)c2c(N)n(C)c(=O)n(C)c2=O)c1
7,-10,13,c1ccc(-c2nnc(Cn3c4ccccc4c4nc5ccccc5nc43)o2)cc1
12,3,-20,O=C(O)C12C3CCC(O3)C1(C(=O)O)C1CCC2O1 (stereo not given)
-7,17,-30,CC(=O)NC(=S)Nc1sc2c(c1C#N)CCCCC2
-8,-7,0,CC(=O)Nc1cccc(C(=O)OCC(=O)N2CCN(C(=O)COC(=O)c3cccc(NC(C)=O)c3)CC2)c1
0,12,35,C=C1[C@@H](O)[C@H](Cc2ccccc2)N(Cc2ccccc2Br)S1(=O)=O
-4,0,-1,COc1ccc(C(=O)Nc2nc3nc(-c4ccccc4)cc(=O)n3[nH]2)cc1
-26,-4,-6,C=CCn1c(C)cc(-c2csc(NC(=O)C3CCN(c4ncnc5sc(C)c(C)c45)CC3)n2)c1C
38,10,-6,Clc1ccc2c(N/N=C/c3cccc(Br)c3)ccnc2c1
5,4,2,NNC(=O)c1ccc2ccccc2n1
3,5,27,Cc1nc2c(=O)[nH]c(=S)[nH]c2[nH]c1=O
3,5,11,COCCn1c(SCc2nnc(-c3ccccc3)o2)nc2sc3c(c2c1=O)CCC3
-5,-5,9,O=C(Nc1ccn(CCCNCc2ccccc2)c(=O)n1)OCc1ccccc1
-5,-2,-3,COc1ccc(OC)c(C(=O)C(=O)c2cc(OC)ccc2OC)c1
26,2,-11,CC(=C\c1ccccc1)/C=C1/SC(=S)N(C(C(=O)O)C(C)C)C1=O (stereo not given)

5 entries already listed, arranged by the number in PfGluPho inh, highest first.
ATG4B inhibitor,HKDC1 inh,PfGluPho inh,SMILES
0,12,35,C=C1[C@@H](O)[C@H](Cc2ccccc2)N(Cc2ccccc2Br)S1(=O)=O
-18,2,10,C=CCN(c1ccccc1OC)S(=O)(=O)c1cccc(C(=O)OCC(=O)c2c(N)n(C)c(=O)n(C)c2=O)c1
-8,-7,0,CC(=O)Nc1cccc(C(=O)OCC(=O)N2CCN(C(=O)COC(=O)c3cccc(NC(C)=O)c3)CC2)c1
-5,-2,-3,COc1ccc(OC)c(C(=O)C(=O)c2cc(OC)ccc2OC)c1
26,2,-11,CC(=C\c1ccccc1)/C=C1/SC(=S)N(C(C(=O)O)C(C)C)C1=O (stereo not given)

Further entries follow.
ATG4B inhibitor,HKDC1 inh,PfGluPho inh,SMILES
12,13,13,CCC(C)(C)c1ccc(OCCCC[n+]2cccc(C)c2)c(C(C)(C)CC)c1
7,28,98*,O=S(=O)(Nc1cc(Sc2cccc3cccnc23)c(O)c2ccccc12)c1ccc(F)cc1
5,-8,-40,O=C(N/N=C/c1c(O)n(-c2ccccc2Cl)c(=O)c2ccccc12)c1cccnc1
-1,-8,5,CCOC(=O)C1=CN(CC2CCCCC2)CCC1=O
-9,-2,12,CC(=O)NC(Cc1c[nH]c2ccccc12)C(=O)OCC(=O)N1CCN(S(=O)(=O)c2ccc(Cl)cc2)CC1 (stereo not given)
-4,-3,7,COc1ccc(NS(=O)(=O)c2cccc(C(=O)N/N=C/c3c(F)c(F)c(F)c(F)c3F)c2)cc1
-9,-2,-1,CC(C)[C@@H](NC(=O)C1CCC(CNC(=O)[C@H](Cc2ccccc2)NC(=O)OC(C)(C)C)CC1)C(=O)O (stereo not given in full)
6,-5,-2,COC(=O)Cc1c(-c2[nH]c3ccccc3c2CC(=O)OC)[nH]c2ccccc12
80*,4,74*,C#CCOCCOCCOCCNc1nc(N2CCN(C(=O)CCCCCCCCCCNC(=O)[C@H](CCCCN)n3cc(C[C@@H](C)CC)nn3)CC2)nc(N2CCN(C(=O)CCCCCCCCCCNC(=O)[C@H](CCCCN)n3cc(C[C@@H](C)CC)nn3)CC2)n1
-2,-1,-8,COc1ccc(C2/C(=C(/O)c3ccc4c(c3)CC(C)O4)C(=O)C(=O)N2CCCn2ccnc2)cc1OC (stereo not given)
-5,-7,-13,CSc1nc(N)c2c(n1)N(C)C=NS2(=O)=O
-4&-3,3&3,18&18,C/C(N)=C(/C#N)C(=O)COC(=O)c1cc(-c2ccc(Br)cc2)nc2ccccc12
4,2,4,O=C1OC(CN(Cc2ccccc2)Cc2ccccc2)CN1N=Cc1ccc([N+](=O)[O-])o1 (stereo not given)
-4,19,2,C(=N\Nc1nc2ccccc2[nH]1)/c1ccc2c(c1)OCO2
-1,-3,21,c1ccc(NCCC2OCC3(CO2)COC(CCNc2ccccc2)OC3)cc1 (stereo not given)

Exported as labelled records: part of the list above
C#CCOCCOCCOCCNc1nc(N2CCN(C(=O)CCCCCCCCCCNC(=O)[C@H](CCCCN)n3cc(C[C@@H](C)CC)nn3)CC2)nc(N2CCN(C(=O)CCCCCCCCCCNC(=O)[C@H](CCCCN)n3cc(C[C@@H](C)CC)nn3)CC2)n1
  ATG4B inhibitor = 80*
  HKDC1 inh = 4
  PfGluPho inh = 74*

COc1ccc(C2/C(=C(/O)c3ccc4c(c3)CC(C)O4)C(=O)C(=O)N2CCCn2ccnc2)cc1OC (stereo not given)
  ATG4B inhibitor = -2
  HKDC1 inh = -1
  PfGluPho inh = -8

CSc1nc(N)c2c(n1)N(C)C=NS2(=O)=O
  ATG4B inhibitor = -5
  HKDC1 inh = -7
  PfGluPho inh = -13

C/C(N)=C(/C#N)C(=O)COC(=O)c1cc(-c2ccc(Br)cc2)nc2ccccc12
  ATG4B inhibitor = -4&-3
  HKDC1 inh = 3&3
  PfGluPho inh = 18&18

Other structures.
ATG4B inhibitor,HKDC1 inh,PfGluPho inh,SMILES
16,3,0,Cc1cc(C)nc(SCc2ccc(C(=O)NNC(=O)Nc3cccc(Cl)c3)cc2)n1
-3,-4,-7,CC1=NN(C(=O)c2ccc(C)o2)C(O)(c2ccccc2)C1 (stereo not given)
-14,2,11,CCOc1ccc(CN(C)C(=O)Cc2c[nH]c3ccccc23)cc1
-1,-2,-4,CC(=O)Nc1ccc(NC(=O)CSc2nc(=O)n(Cc3cccnc3)c3c2CCC3)cc1
4,-1,-18,Cc1[nH]c(=O)n(C(C)C)c(=O)c1Br
1,0,-19,O=C(CC(O)c1ccncc1)c1ccccc1O (stereo not given)
4,1,-15,CC(Oc1ccc(Cl)cc1Cl)C(=O)NC(Cc1ccccc1)C(=O)O (stereo not given)
-2,1,2,N#CC(=C(O)COC(=O)Cc1c[nH]c2ccccc12)c1nc2ccccc2[nH]1
-7,4,-11,COCCNC(=O)Cc1c(C)c2cc3c(cc2oc1=O)OC(C)(C)CC3
9,17,8,CCc1cccc2cc3c(N)c(C(=O)Nc4ccc(S(=O)(=O)N5CCCC5)cc4)sc3nc12

The list is partial; the hit share may differ from the screen's.
